APJ ag = activates the human apelin receptor APJ; P35414; CHO-K1 APJ PathHunter beta-arrestin, luminescence; 0% DMSO wells, 100% apelin; activation, % at 20 µM; 0.11% of 330,000 active;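 active = activation more than six SD over the plate average, tested at 20 µM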;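 note: 0% = DMSO alone and 100% = apelin-13 at 10 nM; some results filed as inactive read as strong as hits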
Target sequence (P35414 whole entry, looked up): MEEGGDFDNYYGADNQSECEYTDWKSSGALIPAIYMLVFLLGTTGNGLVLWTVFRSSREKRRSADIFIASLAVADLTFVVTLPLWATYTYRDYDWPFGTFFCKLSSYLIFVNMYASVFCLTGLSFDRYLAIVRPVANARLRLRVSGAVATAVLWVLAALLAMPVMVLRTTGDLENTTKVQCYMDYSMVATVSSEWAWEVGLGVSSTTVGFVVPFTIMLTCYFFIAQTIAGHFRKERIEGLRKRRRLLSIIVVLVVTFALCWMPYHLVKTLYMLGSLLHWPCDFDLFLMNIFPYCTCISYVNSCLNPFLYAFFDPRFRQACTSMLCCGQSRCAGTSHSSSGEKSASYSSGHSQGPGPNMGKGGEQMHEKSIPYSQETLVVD
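assay system = CHO-K1 APJ beta-arrestin complementation cell line | input = cell density 1000 per well | dosing = compound 20 µM once, DMSO 1% | timing = compound 90 min 25 °C, reagent 1 h | measured by = luminescence from split beta-galactosidase complementation, Galacton Star/Emerald II substrate | read-out basis = APJ agonist activity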
CHOP UPR activ = apoptotic UPR (CHOP) activation; CHO-CHOP luciferase reporter, luminescence; percent of tunicamycin response over DMSO baseline; 0.34% of 330,000 active; activation, % at 10 µM;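 active = at 10 µM dose, activation of 40% or more, normalized to positive control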;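 note: 100% = tunicamycin at 10 µg/mL and 0% = DMSO alone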
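Evaluation: % reporter activation, DMSO baseline versus tunicamycin full activation; System: CHO-CHOP luciferase reporter cell line; Input: 500 cells/well; Incubation: 6 h compound treatment, 37 °C; Measured by: Steady-Glo luciferase luminescence; Dosing: one dose, 10 µM in 0.5% DMSO; Buffer or medium: F12 medium, 10% FBS; Benchmarks: positive tunicamycin 10 µg/mL, negative DMSO alone.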
APJ antagonist = APJ receptor antagonism | CHO-K1 APJ beta-arrestin complementation, luminescence | inhibition, % at 20 µM | 0.32% of 330,000 active | AID 2521;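 active = inhibition above about 40% at 20 µM, limit read from the data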;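 note: cells challenged with 10 nM apelin-13 agonist together with compound; plate controls were apelin-13 plus DMSO wells for no effect and DMSO wells lacking apelin-13 for full effect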
tim23-1 inh = inhibits growth of tim23-1 mutant yeast. S. cerevisiae tim23-1 growth, BacTiter-Glo luminescence, 24 h. inhibition, % at 20 µM. 1.3% of 330,000 active;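 active = growth inhibition of the mutant yeast at or above 50%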;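 note: temperature-sensitive mutant grown at 25 °C; plate controls were DMSO-treated mutant yeast for no effect and medium wells lacking yeast for full effect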
Mdm2 MdmX PPI = human Mdm2/MdmX binding inhibition | O15151+Q00987 | SaOS-2 split-luciferase Mdm2/MdmX complementation, luminescence | inhibition, % at 8 µM | 3% of 330,000 active;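 active = inhibition of at least 50% at 8 µM in the primary screen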
TIM10 inh = TIM10 yeast growth inhibition; S. cerevisiae TIM10 strain growth, BacTiter-Glo luminescence, 24 h; AID 463195; 1.4% of 330,000 active; inhibition, % at 10 µM;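 active = inhibition of 40% or more at the single tested concentration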;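 note: wild-type TIM10 isogenic control strain grown at permissive 25 °C; 0% = DMSO yeast wells and 100% = minimal medium wells without yeast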
tim10-1 inh = tim10-1 yeast growth inhibition. S. cerevisiae tim10-1 ts strain growth, BacTiter-Glo, 24 h. 2.2% of 330,000 active. AID 463190. inhibition, % at 20 µM;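 active = inhibition of at least 40%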;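 note: mutant grown at 25 °C; 0% = DMSO wells with yeast and 100% = wells holding no yeast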
UPR XBP1 act = adaptive UPR (XBP1) activation; CHO-XBP1 luciferase reporter, IRE1-XBP1 UPR activation, luminescence; percent of tunicamycin response, DMSO as zero; activation, % at 20 µM; 0.33% of 330,000 active;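 active = versus positive control, 20 µM dose yields 30% or more activation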;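 note: 100% = tunicamycin at 10 µg/mL and 0% = DMSO only wells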
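Material: CHO-XBP1 cells stably carrying IRE1-XBP1-driven luciferase reporter | Medium: F12 with 10% serum | Compound dosing: 20 µM single concentration, DMSO 1% | Incubation: Overnight seeding at 37 °C, 6 h compound treatment at 37 °C | Detection: Steady-Glo luminescence read | Read-out basis: % activation of reporter signal versus tunicamycin and DMSO controls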
CXCR6 block = CXCR6 (human) receptor inhibition; O00574; CHO-K1 PathHunter CXCR6 beta-arrestin, luminescence; inhibition, % at 20 µM; 0.36% of 360,000 active; AID 602244; in the data active = inhibition above about 34%, passing the limit was not always enough;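 note: antagonist mode with CXCL16 agonist at 10 nM final; 0% = 10 nM CXCL16 with DMSO and 100% = unstimulated wells without agonist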
Target sequence (O00574 whole entry, looked up): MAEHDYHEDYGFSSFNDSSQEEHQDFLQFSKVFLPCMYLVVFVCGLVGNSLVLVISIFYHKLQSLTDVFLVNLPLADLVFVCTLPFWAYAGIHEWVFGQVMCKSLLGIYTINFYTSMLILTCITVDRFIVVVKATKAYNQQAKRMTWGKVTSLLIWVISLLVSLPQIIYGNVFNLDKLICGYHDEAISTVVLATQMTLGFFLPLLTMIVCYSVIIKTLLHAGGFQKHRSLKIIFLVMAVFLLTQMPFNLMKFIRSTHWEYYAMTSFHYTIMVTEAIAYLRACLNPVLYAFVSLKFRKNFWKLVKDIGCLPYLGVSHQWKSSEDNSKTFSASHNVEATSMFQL
Starred values were filed as active, the others as inactive; / = not tested or not shown; & = joins results of further samples; ! = not confirmed by another sample.

SMILES	APJ ag	CHOP UPR activ	APJ antagonist	tim23-1 inh	Mdm2 MdmX PPI	TIM10 inh	tim10-1 inh	UPR XBP1 act	CXCR6 block
CC(C)(C)Sc1ccc(N)nc1	10	-0.1	-14	16	21	-4	3	-1	0
Cc1ccc(C(=O)NCCCNC(=O)c2ccco2)cc1C	-3	4.7	-21	6	-13	-16	11	2	6
CC(=O)c1ccc(NC(=O)C(C)Sc2nnc(C3CCCCC3)o2)cc1 (stereo unspecified)	-3	-0.3	11	24	-22	-13	13	4	/
CC(=O)Nc1ccc(S(=O)(=O)N(C)CC(=O)OC(C)C(=O)NC2CCCC2)cc1 (stereo unspecified)	3	0.4	-4	2	-19	8	4	-4	-1
Cc1ccc2nc(SCC(=O)c3c(N)n(C4CC4)c(=O)[nH]c3=O)[nH]c2c1	0	-0.3	15	-10	7	-4	-13	0	-3
COC(=O)C(CCSC)NC(=O)Cn1ncc2c(=O)oc3ccccc3c21 (stereo unspecified)	6	0.1	4	17	-17	-5	14	-3	4
COc1ccc(-n2c(SCC(=O)O)nc3sc4c(c3c2=O)CCCC4)cc1	-1	1.3	1	8	12	1	4	-4	4
O=C(COC(=O)c1cccc(Cl)c1)NC1CCS(=O)(=O)C1 (stereo unspecified)	1	2.0	-6	3	3	8	1	0	3
CCCN(C(=O)c1cc(S(=O)(=O)N2CCCCC2)ccc1Cl)C1CCS(=O)(=O)C1 (stereo unspecified)	-4	-2.0	4	11	17	0	-7	1	-3
Cc1ccc(C2NC(c3ccc(C)cc3)C(C)C(=O)C2C)cc1 (stereo unspecified)	1	-1.0	16	30	-17	12	23	-2	10
O=C(C[n+]1cc(-c2ccc(Cl)c(Cl)c2)n2c1CCC2)c1cccs1	-1	-0.4	15	7	17	12	2	-3	7
COCCNC(=O)C(=O)Nc1cc2c3c(c1)CC(=O)N3CCC2	-2	2.0	17	-7	16	-3	-3	2	2
CN(CC(=O)NC1CCCCC1)S(=O)(=O)c1cccc2nsnc12	-12	-3.0	-3	14	-3	2	12	-1	3
COc1cc(CN2CCN(C(O)(c3ccccc3)c3ccccc3)CC2)cc(OC)c1OC	-3	3.7	-18	10	33	6	-13	-3	13
Cc1ccc(C)c(NC(=O)c2cnn(-c3ccccc3)c2C)c1	0	2.7	-1	22	-15	-24	-9	0	0
CC(C)C(=O)Nc1nnc(SCC(=O)Nc2ccc3c(c2)OCO3)s1	1	1.4	15	17	-20	11	-10	0	-4
CCN(CC)C(=O)CSc1nc2c(sc(=S)n2-c2ccccc2)c(=O)n1-c1ccc(OC)cc1OC	-2	1.1	2	23	14	-4	24	1	2
O=C(CCSCCc1ccccn1)Nc1ccccn1	5	-1.4	10	8	4	14	11	1	-4
Cc1nnc2sc(-c3ccccn3)nn12	-4	-0.2	-8	0	-9	11	2	-2	3
COc1cc(OC)c(C(=O)OC(C)C(=O)Nc2cccc(C(F)(F)F)c2)cc1OC (stereo unspecified)	-3	0.0	-23	20	23	28	15	-4	-1
O=C(c1cccs1)N1CCN=C1SCc1ccc(F)cc1	-2	1.5	-9	2	15	3	8	1	6
COC(=O)c1[nH]c2ccc(C)cc2c1NC(=O)Oc1ccccc1	4	3.1	-8	3	-16	6	5	2	7
Cc1cc(C)cc(N(CC(=O)Nc2cc(C)ccc2C)S(=O)(=O)c2c(C)[nH]c(=O)[nH]c2=O)c1	-4	1.3	-5	9	2	9	11	-4	6
CCc1ccc(-c2ccc3nnc(SCC(N)=O)n3n2)cc1	3	1.6	-4	15	-4	15	23	0	-9
Cc1ccc(-n2ncc(C(=O)O)c2C2CCN(C(=O)OC(C)(C)C)CC2)cc1	-7	-0.3	6	-376	7	24	12	0	3
CCCn1c(N)c(C(=O)CN(C)CC(=O)Nc2ccccc2CC)c(=O)[nH]c1=O	-2	-1.5	14	2	4	4	-8	-2	-12
CCOC(=O)C1C(=O)NC(N2CCOCC2)=NC1C(C)C (stereo unspecified)	-2	0.1	-7	1	20	16	14	0	-2
Cc1ccc(C)c(OCC(=O)Nc2ccncc2)c1	3	1.8	0	8	-8	-14	-18	-3	-25
COCC(C)NC(=O)C(C)Oc1ccccc1 (stereo unspecified)	-1	-0.8	12	6	-10	0	11	0	-5
O=C(NCCN1C(=O)S/C(=C\c2cccnc2)C1=O)c1cccc(OC(F)F)c1	-9	0.9	-7	41	-4	43*	40*	-1	4
CC1(C)CC(=O)C(C(=O)CCCCC(=O)C2C(=O)CC(C)(C)CC2=O)C(=O)C1	-4	-0.4	17	-1	24	5	3	8	-6
Cc1noc(C)c1C(=O)OCC(=O)Nc1ccccc1C(=O)NC(C)c1ccccc1 (stereo unspecified)	0	0.1	-33	26	5	24	30	-2	2
CCc1nnc(NC(=O)[C@@H]2CCCN2S(=O)(=O)c2ccc3c(c2)OCCO3)s1	-4	-0.7	4	11	-16	4	7	2	-13
O=C(c1ccccc1)c1ccc(O)cc1O	-3	0.5	-22	36	-18	-2	23	2	-12
Cc1cccc(NC(=O)c2cnc3ccccn3c2=O)c1	0	-5.7	9	61*	-8	30	6	-6	4
CCOC(=O)C1=C(COC(=O)CNC(=O)c2ccc(C(C)(C)C)cc2)NC(=O)NC1C (stereo unspecified)	-3	3.0	13	2	3	3	12	2	3
CCc1nn(C)c(N)c1C	-1	-1.0	-8	4	12	-4	-14	-1	0
Oc1c(Br)cc(Br)cc1/C=N/c1nccs1	-3	2.2	3	75*	38	29	46*	0	18
O=C(N/N=C/c1ccc(COc2ccc(Br)cc2)o1)c1ccco1	0	1.4	-2	-9	-2	-13	-45	1	-16
COC(=O)C1=C(C)N(Cc2ccccc2)C(=O)N[C@H]1c1ccccc1	-1	0.0	-52	18	-1	-4	17	-3	4
O=C(O)CCN1C(=O)c2ccccc2Sc2ncccc21	-4	1.2	8	6	18	12	-5	-1	-1
O=C(Nc1ccc(F)c(Cl)c1)c1ccccc1	-2	4.8	4	64*	-91	34	14	8	-4
Fc1ccc(CSc2nsc(SCc3ccc(F)cc3)n2)cc1	-4	-1.3	2	7	7	6	-1	-3	9
Cc1cccc(C(=O)OC(C)C(=O)N2CCN(Cc3ccccc3)CC2)c1 (stereo unspecified)	-2	0.7	25	19	13	6	10	0	-2
Cc1ccc(S(=O)(=O)N2CCN(C(=O)c3c(-c4ccccc4)noc3C)CC2)cc1C	2	1.2	11	24	10	13	11	-5	-2
CN(CC(=O)Nc1ccc(Cl)c(C(F)(F)F)c1)C(=O)c1cnccn1	-1	0.2	-13	0	19	3	-10	-4	-1
C=CCc1cc(C=O)cc(OCC)c1OCc1ccc(Cl)cc1	-1	-1.6	4	10	3	-12	15	-5	-2
Nc1cc(=O)[nH]c(SCC(=O)Nc2ccccc2Sc2ccc(Cl)cc2)n1	-2	-0.2	-24	5	26	12	3	-1	-3
COCCNC(=O)c1nn(-c2cc(OC)cc(OC)c2)c(=O)c2ccccc12	-5	0.1	4	23	1	4	28	-1	-10
Cc1cc(N)n(-c2cc(C)c3ccccc3n2)n1	-4	1.7	20	30	-80	18	28	0	-14
Cc1cccc(CSCc2ccc(C(=O)NC3CCCC3)o2)c1	-1	-0.3	-16	-3	8	-12	-15	-2	4
CCOC(=O)c1ccccc1NC(=O)Cn1cnc2c(cnn2-c2ccccc2)c1=O	1	-0.5	2	-5	-16	0	1	-3	11
Cc1cccc(C(=O)Nc2nnc(C3=COCCO3)o2)c1	-1	1.0	2	-1	-15	10	26	-1	3
CCn1nc(C)c(/C=N\NC(=O)c2ccc3c(c2)OCO3)c1C	-15	0.5	5	0	3	5	6	3	-16
C=CCOc1nc2c(c(=O)n(C)c(=O)n2C)n1Cc1ccccc1Cl	3	-0.6	16	5	20	-22	20	0	-5
COC(=O)c1cc2occc2n1CC(=O)Nc1ccc(C)cc1C	0	-3.0	13	14	-1	12	21	0	0
O=C(Nc1ccccc1N1CCN(C(=O)c2ccccc2)CC1)c1cc2ccccc2o1	0	3.5	16	5	25	30	25	4	8
Cc1ccc(SCC(=O)NC2CCCCCC2)cc1	-1	1.7	18	20	-15	-13	6	-1	7
O=S(=O)(c1ccccc1Br)N(CC(O)COCc1ccccc1)C1CC1 (stereo unspecified)	/	1.6	/	45	9	-23	11	-1	-2
CS(=O)(=O)Nc1ccc(C(=O)NCCSc2ccc(Cl)cc2)cc1	-2	-0.7	-2	12	-1	0	12	-2	2

In the list so far, these contain a COOH group:
SMILES	APJ ag	CHOP UPR activ	APJ antagonist	tim23-1 inh	Mdm2 MdmX PPI	TIM10 inh	tim10-1 inh	UPR XBP1 act	CXCR6 block
COc1ccc(-n2c(SCC(=O)O)nc3sc4c(c3c2=O)CCCC4)cc1	-1	1.3	1	8	12	1	4	-4	4
Cc1ccc(-n2ncc(C(=O)O)c2C2CCN(C(=O)OC(C)(C)C)CC2)cc1	-7	-0.3	6	-376	7	24	12	0	3
O=C(O)CCN1C(=O)c2ccccc2Sc2ncccc21	-4	1.2	8	6	18	12	-5	-1	-1

Next part
SMILES	APJ ag	CHOP UPR activ	APJ antagonist	tim23-1 inh	Mdm2 MdmX PPI	TIM10 inh	tim10-1 inh	UPR XBP1 act	CXCR6 block
Fc1ccc(NC(=S)N2CCCC2)cc1	-3	-1.3	14	11	3	6	-1	0	-19
O=C(/C=C/c1ccc(F)cc1)Nc1ccc(S(=O)(=O)N2CCOCC2)cc1	2	1.0	-6	20	4	29	26	-3	6
CC1CN(C(=O)CCc2ccccc2)C(C)CN1C(=O)CCc1ccccc1 (stereo unspecified)	0	-1.5	-1	27	6	13	25	-1	9
O=C(CN1CCN(c2ccccn2)CC1)Nc1cccc(Br)c1	-4	0.0	-5	16	18	24	3	-1	6
CSc1ncccc1C(=O)N(C)CC(=O)Nc1ccc(Cl)c(C(F)(F)F)c1	-3	-1.0	11	14	33	10	22	-6	-4
O=C1CN(C(=O)c2cc(F)cc(F)c2)c2ccccc2N1	-1	0.1	-13	11	21	-2	11	-4	-5
CC(=O)Oc1ccc(C2=NN(c3ccccc3)C(c3ccccc3)C2)cc1 (stereo unspecified)	-3	1.2	-7	14	21	21	19	3	0
Cc1ccccc1C1NC(=S)NC2=C1C(=O)CC(C)(C)C2 (stereo unspecified)	0	-1.8	2	6	29	-7	15	-1	-16
O=C(CCc1nc2ccccc2[nH]c1=O)N/N=C/c1ccccc1	-2	-0.3	-4	6	20	-10	0	-3	-4
CC(C)(C)C(=O)Nc1cc(C(F)(F)F)ccc1-n1ccnc1	-2	-1.4	8	2	2	0	6	-2	-8
CNCCCC12CCC(c3ccccc31)c1ccccc12	1&-1&-1	0.4&3.5&-1.2	5&-4&5	8&-5&-6	59*!	12&8&7	15&6&-6	-4&-1&-6	0&6&-6
O=C(Nc1cccc(-n2cnnn2)c1)c1ccc(Cl)cc1Cl	-5	-1.0	7	-4	5	1	0	-5	0

Compound activity from PubChem.

A portion of the library, so the mix of outcomes need not match the whole.
